High-throughput results (PubChem)
IDE exosite inh: exo-site inhibitors of human insulin-degrading enzyme; P14735; purified IDE, FL-6b probe fluorescence polarization; hits give low values; z-score at 20 µM; hit rate 6.3% among 17,000; AID 1259349;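 active = z-score of -3 or lower, meaning strong loss of probe binding signal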;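 note: His-tagged human IDE residues 42-1019 made in E. coli with 30 nM FL-6b probe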
Target sequence (P14735 42-1019 limits assumed): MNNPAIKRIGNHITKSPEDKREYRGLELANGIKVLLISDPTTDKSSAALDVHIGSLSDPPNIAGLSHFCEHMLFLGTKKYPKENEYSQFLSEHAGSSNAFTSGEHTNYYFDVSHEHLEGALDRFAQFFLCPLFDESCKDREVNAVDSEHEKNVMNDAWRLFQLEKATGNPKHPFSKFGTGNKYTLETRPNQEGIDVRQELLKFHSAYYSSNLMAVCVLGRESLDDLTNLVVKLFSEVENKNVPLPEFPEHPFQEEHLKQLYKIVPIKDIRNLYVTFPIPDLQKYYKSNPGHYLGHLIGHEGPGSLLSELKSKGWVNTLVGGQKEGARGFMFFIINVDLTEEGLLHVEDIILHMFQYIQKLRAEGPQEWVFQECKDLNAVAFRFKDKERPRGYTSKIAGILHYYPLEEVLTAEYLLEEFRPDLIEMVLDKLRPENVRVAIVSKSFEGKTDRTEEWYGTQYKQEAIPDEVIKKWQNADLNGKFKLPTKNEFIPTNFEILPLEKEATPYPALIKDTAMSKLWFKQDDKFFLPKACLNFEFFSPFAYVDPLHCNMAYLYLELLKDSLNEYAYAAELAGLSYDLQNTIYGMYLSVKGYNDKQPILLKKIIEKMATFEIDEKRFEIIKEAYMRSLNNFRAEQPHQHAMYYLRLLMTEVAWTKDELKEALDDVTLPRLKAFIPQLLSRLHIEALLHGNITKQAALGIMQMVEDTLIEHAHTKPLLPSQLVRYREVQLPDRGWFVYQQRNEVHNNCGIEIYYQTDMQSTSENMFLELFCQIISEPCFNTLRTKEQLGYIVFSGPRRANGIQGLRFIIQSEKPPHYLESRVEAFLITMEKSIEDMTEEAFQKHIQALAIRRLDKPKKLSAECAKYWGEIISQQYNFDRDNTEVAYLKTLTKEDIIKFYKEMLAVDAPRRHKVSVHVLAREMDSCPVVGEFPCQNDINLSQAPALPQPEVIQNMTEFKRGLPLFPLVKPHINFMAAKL
An asterisk follows results filed as active; & = joins results of further samples.

SMILES	IDE exosite inh
C[C@@H]1CCCCO[C@@H](CN(C)C(=O)Nc2ccccc2)[C@@H](C)CN([C@@H](C)CO)C(=O)c2cc(NC(=O)Nc3ccccc3)ccc2O1	-0.27
C[C@H](CO)N1C[C@H](C)[C@@H](CN(C)S(=O)(=O)c2cccc(C#N)c2)OCc2ccccc2-c2ccccc2C1=O	-0.89
CCCNC(=O)N1CC2(CCN(C(=O)C3CCOCC3)CC2)c2c([nH]c3cc(OC)ccc23)[C@@H]1CO	-0.67
NCC[C@@H]1CC[C@@H](NC(=O)Cc2ccncc2)[C@H](CO)O1	2.8
O=C(C[C@@H]1C[C@@H]2c3cc(NS(=O)(=O)c4ccc(F)cc4)ccc3O[C@@H]2[C@H](CO)O1)NCCN1CCCCC1	1.7
CN(C)C(=O)c1cccc(-c2ccccc2[C@@H]2[C@H](C#N)N(C(=O)C3CC3)[C@H]2CO)c1	4.8
O=C(C[C@@H]1C[C@@H]2c3cc(NC(=O)c4ccc5c(c4)OCO5)ccc3O[C@@H]2[C@@H](CO)O1)NCCN1CCCCC1	-0.87
OC[C@H]1[C@@H](c2ccc(-c3cncnc3)cc2)[C@@H]2CN(CC3CCOCC3)CCCCN12	3.7
COc1ccc(NC(=O)N2CC(=O)N3[C@H](C2)[C@@H](c2ccc(C4=CCCC4)cc2)[C@@H]3CO)cc1	1.4
COCC(=O)NC[C@@H]1[C@@H](c2ccc(C3=CCCC3)cc2)[C@@H](CO)N1C(C)=O	0.023
N#C[C@@H]1[C@H](c2ccccc2C2=CCCCC2)[C@@H](CO)N1C(=O)c1ccccn1	-0.91
O=C(Nc1ccc(F)cc1)N1CC(=O)N2[C@@H](CO)[C@@H](c3ccc(-c4cccc(F)c4)cc3)[C@@H]2C1	-1.3
N#C[C@@H]1[C@H](c2ccc(-c3cccc(F)c3)cc2)[C@@H](CO)N1c1nc(-c2ccccc2)cs1	0.68
CCC(=O)N1[C@@H](CO)[C@@H](c2ccc(-c3cccc(OC)c3)cc2)C12CN(C(C)=O)C2	-1.4
CO[C@@H](CN(C)C(=O)c1cc(Cl)cc(Cl)c1)[C@@H](C)CN(C(=O)Nc1ccc(F)cc1)[C@@H](C)CO	-0.44
CCCN(C[C@H]1N[C@H](CO)[C@@H]1c1ccccc1)C(=O)COC	0.48
COc1ccc(-c2ccc([C@@H]3[C@@H](C#N)N[C@@H]3CO)cc2)cc1	3.5
COCC#Cc1ccc([C@@H]2[C@H](CO)N3CCCCN(C(=O)COC)C[C@@H]23)cc1	1.8
CN(C)CC(=O)N1[C@@H](CO)[C@@H](c2ccccc2)C12CN(CCC(F)(F)F)C2	0.96
COc1cccc(S(=O)(=O)N2CCCCN3[C@H](CO)[C@H](c4ccc(C#CC5CC5)cc4)[C@@H]3C2)c1	0.59
COCC(=O)Nc1ccc2c(c1)[C@H]1C[C@H](CC(=O)N[C@H](C)c3ccccc3)O[C@H](CO)[C@H]1O2	-0.9
CC(C)NC(=O)N1CCCCN2[C@@H](CO)[C@@H](c3ccc(C#Cc4ccccc4F)cc3)[C@@H]2C1	-3.1*
COc1ccc(-c2ccc([C@H]3[C@H]4CN(S(=O)(=O)c5cccs5)CCCCN4[C@H]3CO)cc2)cc1	1.2
O=C(Nc1ccccc1F)N1CC(=O)N2[C@H](CO)[C@@H](c3ccc(-c4ccccc4)cc3)[C@H]2C1	-1.4
COc1cccc(-c2ccc3c(c2)[C@@H]2[C@@H](CCN2S(=O)(=O)c2cn(C)cn2)[C@H](CO)N3)c1	0.04

Further structures.
SMILES	IDE exosite inh
COc1ccccc1-c1ccc([C@@H]2[C@@H](C#N)N(C(=O)c3cccnc3)[C@@H]2CO)cc1	-34*
CC(C)NC(=O)N1CCCCN2[C@H](CO)[C@H](c3ccc(C#C[C@@H](C)O)cc3)[C@@H]2C1	0.6
COc1ccc2c3c([nH]c2c1)[C@@H](CO)N(C)CC31CCN(S(=O)(=O)c2cn(C)cn2)CC1	0.39
O=C1[C@H](Cc2ccc(F)cc2)CCn2cc(nn2)COC[C@H]2CCCN12	0.2
O=C(c1cccnc1)N1CCCCN2[C@@H](CO)[C@@H](c3ccc(C#Cc4cccnc4)cc3)[C@@H]2C1	0.38
CCS(=O)(=O)N1CCCCN2[C@H](CO)[C@H](c3ccc(C4=CCCC4)cc3)[C@H]2C1	4.1
CCN(C[C@H]1[C@H](c2ccccc2)[C@@H](CO)N1CC1CC1)C(=O)c1ccccn1	-1.5
O=C(Nc1ccc2c(c1)[C@H]1C[C@H](CC(=O)N3CCc4ccccc4C3)O[C@@H](CO)[C@H]1O2)c1ccc2c(c1)OCO2	0.09
OC[C@H]1[C@@H](c2ccc(C#CC3(O)CCCC3)cc2)[C@@H]2CN(Cc3ccncc3)CCCCN12	4.1
CN(C)CC#Cc1ccc([C@H]2[C@@H](CO)N3CCCCN(C(=O)Nc4cc(F)ccc4F)C[C@@H]23)cc1	0.88
CCS(=O)(=O)N1CCCCN2[C@@H](CO)[C@@H](c3ccc(-c4ccccc4F)cc3)[C@@H]2C1	-6.5*
CC(=O)N1CC(=O)N2[C@@H](CO)[C@@H](c3ccc(C#Cc4cccnc4)cc3)[C@@H]2C1	-3.9*
CCC(=O)N1[C@H](CO)[C@H]2c3ccccc3N(C(=O)c3cnccn3)C[C@H]21	2
O=C(NC1CCCC1)[C@H]1[C@H](CO)[C@H]2Cn3c(cccc3=O)[C@H]2N1CCc1ccccc1	1.8
CN(C)C(=O)C[C@@H]1C[C@@H]2c3cc(NC(=O)c4cccnc4)ccc3O[C@@H]2[C@@H](CO)O1	-1.1
N#C[C@H]1[C@@H](c2ccccc2-c2ccccc2F)[C@@H](CO)N1C(=O)Cc1ccccc1	-0.022
O=C(C1CC1)N1CC(=O)N2[C@H](C1)[C@H](c1ccc(-c3cccnc3)cc1)[C@@H]2CO	0.95
O=C(NC1CCCCC1)N1C[C@@H]2N[C@H](C1)C2c1ccc(-c2cccc(F)c2)cc1 (some centres undefined)	1.7&3.8
COc1ccc(CN(C)C[C@@H]2Oc3ccc(NC(=O)Nc4ccc5c(c4)OCO5)cc3CC(=O)N([C@@H](C)CO)C[C@@H]2C)cc1	1.3
COCC#Cc1ccc([C@@H]2[C@H]3CN(Cc4cncnc4)CCCCN3[C@H]2CO)cc1	4.7
CCN(C[C@H]1[C@H](c2ccccc2)[C@H](CO)N1CC1CC1)C(=O)c1ccccn1	-1.4
COc1ccc2c3c(n(C)c2c1)[C@@H](CO)N(Cc1ccccc1)CC31CN(CC2CC2)C1	0.57
CO[C@@H]1CN(C)C(=O)c2cc(NS(=O)(=O)c3cn(C)cn3)ccc2OC[C@H](C)NC[C@@H]1C	0.87
COC(=O)C[C@H]1C[C@@H]2c3cc(NC(=O)C4CCOCC4)ccc3O[C@@H]2[C@@H](CO)O1	-0.84
C[C@H](CO)N1C[C@H](C)[C@@H](CN(C)Cc2ccc(C(F)(F)F)cc2)OCCCC[C@H](C)Oc2ccc(NC(=O)Nc3cccc4ccccc34)cc2C1=O	0.63

Arranged by number of heavy atoms (lowest first): 7 of the compounds above.
SMILES	IDE exosite inh
O=C1[C@H](Cc2ccc(F)cc2)CCn2cc(nn2)COC[C@H]2CCCN12	0.2
CC(=O)N1CC(=O)N2[C@@H](CO)[C@@H](c3ccc(C#Cc4cccnc4)cc3)[C@@H]2C1	-3.9*
CN(C)C(=O)C[C@@H]1C[C@@H]2c3cc(NC(=O)c4cccnc4)ccc3O[C@@H]2[C@@H](CO)O1	-1.1
O=C(NC1CCCC1)[C@H]1[C@H](CO)[C@H]2Cn3c(cccc3=O)[C@H]2N1CCc1ccccc1	1.8
O=C(c1cccnc1)N1CCCCN2[C@@H](CO)[C@@H](c3ccc(C#Cc4cccnc4)cc3)[C@@H]2C1	0.38
CN(C)CC#Cc1ccc([C@H]2[C@@H](CO)N3CCCCN(C(=O)Nc4cc(F)ccc4F)C[C@@H]23)cc1	0.88
COc1ccc(CN(C)C[C@@H]2Oc3ccc(NC(=O)Nc4ccc5c(c4)OCO5)cc3CC(=O)N([C@@H](C)CO)C[C@@H]2C)cc1	1.3

More records follow:
SMILES	IDE exosite inh
O=C(C[C@@H]1CC[C@@H]2[C@H](COC[C@H](O)CN2C(=O)c2cccnc2)O1)NCC1CC1	-0.5
CCS(=O)(=O)N1CCCCN2[C@H](CO)[C@@H](c3ccc(-c4ccc(C#N)cc4)cc3)[C@H]2C1	3.9
CCN(C[C@@H]1N[C@@H](CO)[C@@H]1c1ccc(C2=CCCC2)cc1)C(=O)c1ccncc1	0.85
COc1ccc2c3c([nH]c2c1)[C@H](CO)N(S(=O)(=O)c1cn(C)cn1)CC31CCN(Cc2ccccc2Cl)CC1	-0.12
CCS(=O)(=O)N1CCCCN2[C@H](C1)[C@@H](c1ccc(-c3ccccc3C)cc1)[C@@H]2CO	-8.8*
O=C(Nc1cccc(F)c1)N1CC(=O)N2[C@@H](CO)[C@@H](c3ccc(C#CC4CC4)cc3)[C@@H]2C1	0.67
CN(C)C(=O)c1ccc(-c2ccc([C@@H]3[C@H](C#N)N(C(=O)C4CCC4)[C@H]3CO)cc2)cc1	2.6
COc1ccc2c3c(n(C)c2c1)[C@@H](CO)N(Cc1ccncc1)CC31CN(C(=O)C2CCCCC2)C1	-0.19
O=C1CN(S(=O)(=O)c2ccccc2)C[C@H]2[C@H](c3ccc(Br)cc3)[C@@H](CO)N12	0.091
C[C@@H]1CN([C@H](C)CO)C(=O)CCCn2cc(nn2)CO[C@@H]1CN(C)C(=O)Nc1cccc(C(F)(F)F)c1	0.68
COc1cccc(CN2[C@@H](CO)[C@@H](c3ccccc3)C23CN(C(=O)C2CCCCC2)C3)c1	1.3
O=C(C[C@@H]1CC[C@H](NC(=O)CN2CCOCC2)[C@H](CO)O1)NC1CCC1	-0.12
O=C(Nc1ccccc1F)N1CC(=O)N2[C@H](C1)[C@H](c1ccc(C#CC3CCCC3)cc1)[C@@H]2CO	1.8
COc1ccc2c3c([nH]c2c1)[C@H](CO)N(Cc1ccccn1)CC31CN(C(=O)CC2CC2)C1	-0.017
CO[C@H]1CN(C)C(=O)c2ccc(NC(=O)Nc3cc(F)ccc3F)cc2OC[C@@H](C)N(C(=O)c2ccccn2)C[C@@H]1C	0.34
COc1ccc2c3c(n(C)c2c1)[C@H](CO)N(CC1CC1)CC31CN(S(=O)(=O)c2cn(C)cn2)C1	-2.1
COc1ccc(C#Cc2ccc([C@H]3[C@H](CO)N4CCCCN(C(=O)Nc5ccccc5F)C[C@@H]34)cc2)cc1	2.3
CC(C)(O)C#Cc1ccc([C@@H]2[C@H](CO)N3CCCCN(C(=O)c4ccncc4)C[C@@H]23)cc1	-0.86
CN1C(=O)c2cc(NS(C)(=O)=O)ccc2OC[C@H]2O[C@H](CC(=O)NCc3ccccc3)CC[C@@H]21	-1.8
Cc1ccccc1-c1ccc([C@@H]2[C@@H](CO)N3CCCCN(C(=O)c4cccnc4)C[C@H]23)cc1	-2.2
N#C[C@@H]1[C@@H](c2ccc(C#CC3CCCCC3)cc2)[C@H](CO)N1S(=O)(=O)c1ccccc1	0.031
N#C[C@H]1[C@H](c2ccccc2)[C@@H](CO)N1C(=O)Nc1cccc(F)c1	-1.3
C/C=C/c1ccc([C@H]2[C@H]3CN(Cc4ccc(C(=O)OC)cc4)CC(=O)N3[C@H]2CO)cc1	1.5
CC(C)NC(=O)Nc1ccc2c(c1)C(=O)N(C)[C@H]1CC[C@H](CC(=O)NCc3ccc(F)cc3)O[C@H]1CO2	-1.7
COc1cccc(C#Cc2ccc([C@H]3[C@H]4CN(C(=O)Cc5cccnc5)CC(=O)N4[C@H]3CO)cc2)c1	-4.1*

Single entries from the results shown:
In IDE exosite inh, `COc1cccc(CN2[C@@H](CO)[C@@H](c3ccccc3)C23CN(C(=O)C2CCCCC2)C3)c1` reads 1.3
In IDE exosite inh, `COc1ccc2c3c([nH]c2c1)[C@H](CO)N(S(=O)(=O)c1cn(C)cn1)CC31CCN(Cc2ccccc2Cl)CC1` reads -0.12

More results
SMILES	IDE exosite inh
FC(F)(F)c1ccccc1CN1[C@@H]2CNC[C@H]1C2c1ccc(-c2ccncc2)cc1 (some centres undefined)	1.2
Cc1noc(C)c1NC(=O)N[C@@H]1C=C[C@H](CC(=O)Nc2ccc(-c3ccccc3)cc2)O[C@@H]1CO	0.06
COc1ccc(S(=O)(=O)Nc2ccc3c(c2)CC(=O)N([C@H](C)CO)C[C@@H](C)[C@H](CN(C)C(=O)Nc2c(C)noc2C)O3)cc1	0.89
C[C@@H]1CN([C@@H](C)CO)C(=O)c2cc(NS(=O)(=O)c3cn(C)cn3)ccc2O[C@@H](C)CCCCO[C@@H]1CN(C)C(=O)Nc1ccc(C(F)(F)F)cc1	0.2
O=C(Nc1ccc(F)cc1)N1CC(=O)N2[C@H](C1)[C@H](c1ccc(-c3ccccc3)cc1)[C@@H]2CO	1.3
CCCNC(=O)N(C)C[C@H]1[C@H](c2ccccc2)[C@@H](CO)N1C(=O)c1ccccc1	-0.26
CC(=O)N(C[C@H]1N[C@H](CO)[C@@H]1c1ccccc1)C(C)C	0.91
O=C1C[C@H](c2ccccc2)C(=O)N[C@@H](c2ccccc2)C/C=C\C[C@@H](c2ccccc2)N1	-0.86
C[C@@H]1CN([C@H](C)CO)C(=O)c2cccc(NC(=O)c3ccncc3)c2O[C@@H]1CN(C)Cc1ccc2c(c1)OCO2	1.6
CCCN(C)C[C@H]1OCCCC[C@@H](C)Oc2ccc(NC(=O)CCCN(C)C)cc2C(=O)N([C@@H](C)CO)C[C@@H]1C	0.77
O=S(=O)(c1ccc(F)cc1)N1C[C@@H]2[C@H](c3ccccc31)[C@@H](CO)N2Cc1ccccc1Cl	2.7
COc1ccc([C@H]2C/C=C\C[C@@H](c3ccc4c(c3)OCO4)NC(=O)[C@@H](c3ccccc3)CC(=O)N2)c(OC)c1	-0.25
N#C[C@@H]1[C@H](c2ccc(C3=CCCC3)cc2)[C@H](CO)N1C(=O)C1CCOCC1	4.3
CN(C)C(=O)c1ccc(-c2ccc([C@@H]3[C@H](CO)N4CCCCN(Cc5cncnc5)C[C@@H]34)cc2)cc1	1.2
Cc1ccc(S(=O)(=O)N[C@@H]2C=C[C@@H](CC(=O)NCc3ccc(Cl)c(Cl)c3)O[C@@H]2CO)cc1	-0.011

The list is partial; count on the stated rates, not on these rows.
